High-throughput results deposited in PubChem by National Center for Advancing Translational Sciences (NCATS).
aSyn tox rescue – qHTS of alpha-syn Inhibitors: NCGC Sytravon Library Screen; AID 1347070, 2019; hit rate 0.02% among 94,000; Potency, µM (series often up to 46.1 µM), inactives show top-dose growth rescue (activation), most hits filed as activators; S. cerevisiae alpha-synuclein toxicity rescue, BacTiter-Glo growth, 24 h; active = well fitted activation curve with a large enough effect; inconclusive = small, poorly fitted or top-dose-only effect; note: 0% is about no effect
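Growth restoration measured by BacTiter-Glo luminescence after 24 hr at 30 deg C; alpha-synuclein yeast, raffinose-pregrown to mid-log, were added at OD600=0.02 in galactose medium onto pinned compounds.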
The depositor's hits bear a star; ? = inconclusive; & = joins results of further samples. Potency is the fitted concentration of half-maximal effect.

SMILES	aSyn tox rescue
Cc1ccc(N=C2NC(=O)CC(C(=O)Nc3cc(C(F)(F)F)ccc3Cl)S2)cc1 (stereo unspecified)	-5%
COc1cc(/C=C/C(=O)OCc2cn3cc(Cl)ccc3n2)ccc1O	-2%
COc1ccc(NC(=O)COC(=O)C2C3CC4OC(=O)C2C4C3)cc1 (stereo unspecified)	3%
O=C(NCCc1ccc(Cl)cc1)c1ccc(S(=O)(=O)N2CCCC2)cc1	-10%
O=C(Nc1cccc(C(F)(F)F)c1)c1cc2nc(-c3ccc4c(c3)OCO4)cc(C(F)(F)F)n2n1	5%
CCOc1ccc(CNC(=O)c2sc3ncnc(N(C)C4CCCCC4)c3c2C)cc1	2%
CS(=O)(=O)N(CCc1ccccc1)CC(=O)N1CCCC1	3%
O=c1c2c(nc3cc(-c4ccc(Br)cc4)[nH]n13)CCCC2	1%
COc1cccc(C(=O)Nc2nnc(SCC(=O)NC3CC3)s2)c1	-6%
CC(C)c1ccc(NC(=O)CSC2=Nc3ccccc3C3=NC(CCC(=O)NC4CCCCC4)C(=O)N23)cc1 (stereo unspecified)	?
CCn1c(=O)c2c3c(sc2n2c(SCc4ccc(F)cc4)nnc12)CCCC3	2%
COc1cccc(CNC(=O)CCn2c(=O)c3cccn3c3ccc(F)cc32)c1OC	0%
Cc1ccccc1OCc1nnc(SCC(=O)NCc2ccco2)n1C	4%
O=C(NCCc1ccccc1)C(=O)NCC1CCCN1S(=O)(=O)c1cccs1 (stereo unspecified)	9%
COc1ccc(CCNC(=O)CCc2c(C)c3cc4c(C)coc4c(C)c3oc2=O)cc1OC	-3%
CCN(Cc1ccccc1)C(=O)c1cc(COc2c(F)cccc2F)on1	4%
COc1ccc(N2C(=O)CSC23C(=O)N(Cc2ccc(C)cc2)c2ccccc23)cc1Cl (stereo unspecified)	8%
Cc1ccccc1C(=O)NCc1nc2cccnc2n1Cc1ccccc1	3%
COc1ccc(-n2nc(C(=O)N3CCN(c4ccc(F)cc4)CC3)c3c4ccccc4n(C)c3c2=O)cc1	0%
COc1cccc(N2CC(NS(=O)(=O)c3cccs3)CC2=O)c1 (stereo unspecified)	2%
COc1ccccc1Nc1c2c(nc3ccccc13)CCC2	-11%
CC(=O)N1CCN(C(=O)c2ccc(NS(=O)(=O)c3ccc4c(c3)OCCO4)cc2)CC1	2%
O=C(Nc1ncccc1O)c1ccc(S(=O)(=O)N2CCCCCC2)cc1	-12%
CC1(C)Cc2c(sc3nc(-c4ccccc4)oc(=O)c23)CO1	-6%
O=C(COC(=O)CNC(=O)c1ccccc1F)Nc1ccc2[nH]c(=O)[nH]c2c1	-5%
Cc1ccc2c(c1)N(C(=O)Nc1cccc(C)c1C)CCO2	-7%
CC(=O)Nc1cccc(-c2nnc(SCC(=O)c3ccc([N+](=O)[O-])cc3)o2)c1	3%
Cn1c(-c2sccc2OCc2cccc(C(F)(F)F)c2)n[nH]c1=S	-28%
COc1ccc(S(=O)(=O)c2cn(C)c3cc(N4CCCCCC4)c(F)cc3c2=O)cc1	-2%
CCN1CCN(C(c2cccc(F)c2)c2c(O)cc(C)n(CCOC)c2=O)CC1 (stereo unspecified)	-5%
CCc1[nH]nc(C(=O)N2CCCC(CCC(=O)N3CCN(c4ccccn4)CC3)C2)c1C (stereo unspecified)	-14%
CCOc1ccc(C2C(C(=O)OC)=C(C)NC3=C2C(=O)c2ccccc23)cc1OC (stereo unspecified)	-9%
CCCCS(=O)(=O)c1oc(-c2cccs2)nc1S(=O)(=O)c1ccc(F)cc1	-2%
Cc1cccc(C(=O)Nc2ccc(S(=O)(=O)N3CCC(c4nc5ccccc5s4)CC3)cc2)c1	5%
CCOC(=O)Cn1c(=O)oc2cc(S(=O)(=O)N3CCN(c4ccc(Cl)cc4)CC3)ccc21	-11%
O=S1(=O)NC(=NCCc2ccccn2)c2ccccc21	5%
CCN(CC)c1ccc(NC(=O)CN2CCN(CC(=O)Nc3ccc(Cl)cc3)CC2)cc1	-6%
COC(=O)c1ccc(NC(=O)c2ccccc2C(=O)Nc2ccc(C(=O)OC)cc2)cc1	5%
Cc1cccc(C)c1NC(=O)CN1CCN(C(=O)CN2C(=O)NC3(CCCCC3C)C2=O)CC1 (stereo unspecified)	-1%
Cc1ccc(C(C)C)c(OCC(=O)Nc2sc3c(c2C#N)CC(C)(C)NC3(C)C)c1	12%
CCc1ccc(NC(=O)COC(=O)Cn2cnc3ccccc32)cc1	7%
COc1ccc(Cn2ccc3nc(C)c(C(=O)Nc4cc(OC)c(OC)c(OC)c4)cc3c2=O)cc1	-3%
O=C(c1cccs1)N1CCCc2cc(NS(=O)(=O)c3ccc(F)cc3F)ccc21	12%
CCC1CCCCN1C(=O)CSc1nc(N)c(NC(=O)c2ccco2)c(=O)[nH]1 (stereo unspecified)	-3%
CC/C(=N\NC(=O)c1cc(C)nc2ccccc12)c1ccc(C)s1	0%
C[C@H](CO)N1C[C@H](C)[C@@H](CN(C)C(=O)Nc2ccc(F)cc2)Oc2ncc(-c3ccc(F)cc3)cc2C1=O	2%
CC(O)CNCCOc1ccccc1OCc1ccccc1 (stereo unspecified)	4%
CCNC(=O)CN(c1ccc(Br)c(C)c1)S(C)(=O)=O	4%
COc1ccc(S(=O)(=O)N2CCC(c3nc4ccccc4s3)CC2)cc1OC	-5%
Cc1ccc(S(=O)(=O)N2CCN(C(=O)COC(=O)CCOc3ccccc3C)CC2)cc1	6%
Cc1ccc(-n2c(C)nc3c(cnn3-c3ccccc3C)c2=O)cc1F	-5%
Cc1ccc(CSC2=Nc3ccccc3C3=NC(CC(=O)NC4CCCCC4)C(=O)N23)cc1 (stereo unspecified)	0%
COC(=O)c1cc(C(=O)OC)[nH]n1	-4%
OCCCNCc1ccc(N(c2ccccc2)c2ccccc2)cc1	-9%
Cn1c(=O)c2c(nc(NCCc3ccccc3)n2Cc2cccc(Br)c2)n(C)c1=O	5%
COc1ccc(NS(=O)(=O)c2cccc(C(=O)NNC(=O)c3cccc(NC(C)=O)c3)c2)cc1	-4%
CCOC(=O)c1c(NC(=O)CSc2nnc(C)c(=O)[nH]2)sc(C)c1-c1ccc(C)cc1	-8%
NS(=O)(=O)c1ccc(NC(=O)C2Cc3ccccc3N2C(=O)c2ccccc2)cc1 (stereo unspecified)	-1%
CN(CC(=O)Nc1ccc(Cl)cc1)C(=O)C1=COCCO1	0%
CCc1nc2nc(C)cc(Nc3ccc(F)c(Cl)c3)n2n1	5%

Of the compounds above, 3 contain a furan ring, fused or not:
SMILES	aSyn tox rescue
Cc1ccccc1OCc1nnc(SCC(=O)NCc2ccco2)n1C	4%
COc1ccc(CCNC(=O)CCc2c(C)c3cc4c(C)coc4c(C)c3oc2=O)cc1OC	-3%
CCC1CCCCN1C(=O)CSc1nc(N)c(NC(=O)c2ccco2)c(=O)[nH]1 (stereo unspecified)	-3%

Remaining list, next part:
SMILES	aSyn tox rescue
CCC(C)NC(=O)Cn1c(=O)n(CCCC(=O)NCc2ccc(C)cc2)c(=O)c2ccccc21 (stereo unspecified)	-1%
Cc1ccccc1C(=O)Oc1c(Sc2ccccc2)c(C)nn1C(C)(C)C	3%
CCCC(c1nnnn1Cc1ccc(F)cc1)N1CCN(CC)CC1 (stereo unspecified)	2%
CC(CN1CCCCC1)OC(=O)c1ccc2c(c1)OCCO2 (stereo unspecified)	-12%
Cc1ccc(C)c(CNS(=O)(=O)c2ccc3c(c2)C(C)(C)C(=O)N3C)c1	10%
CCN1CCSc2ccc(C(=O)NCc3cccc(Br)c3)cc21	-6%&-9%
CC(C)c1ccc(NC(=O)CSc2nc(=O)[nH]c3c2CCCC3)cc1	2%
CCN(CC)S(=O)(=O)c1ccc(O)c(C(=O)OCC(=O)N2CCCc3ccccc32)c1	2%
COc1ccc(N/C=C(\C(C)=O)c2ccc(OC)c(OC)c2)cc1OC	14%
COc1ccc(C(C)C)cc1S(=O)(=O)Nc1ccncc1	7%
CCC(=O)N1CCN(c2cc(N3CCCC3)c(F)cc2[N+](=O)[O-])CC1	-5%
CC(=O)/C(N=Nc1ccc(OC(F)(F)F)cc1)=C(\C)O	1%
COc1ccc(CCN2CC(C(=O)OCC(=O)c3c(N)n(CC(C)C)c(=O)n(C)c3=O)CC2=O)cc1OC (stereo unspecified)	0%
O=C1NC(=O)C(c2ccc(F)cc2)N1 (stereo unspecified)	7%
COc1ccc(N2CC(NC(=O)/C=C\c3ccc4c(c3)OCO4)CC2=O)cc1OC (stereo unspecified)	7%
Cc1cc(C)c(NC(=O)CCCN2C(=O)COc3ccc(C)cc32)c(C)c1	1%
O=C(NCCS(=O)(=O)N1CCN(c2ccccc2F)CC1)C1CC(=O)N(c2ccccc2)C1 (stereo unspecified)	3%
CCCc1cc(=O)[nH]c(SCc2nc(-c3ccc(OCC)cc3)no2)n1	-4%
CCOC(=O)CSc1ccc(S(=O)(=O)N2CCCCC2)cc1[N+](=O)[O-]	-7%
COC(=O)c1ccccc1NC(=O)c1cc(-c2ccc(O)cc2)on1	7%
CCc1ccc(-n2c(=O)c3ccc(C(=O)NCCc4ccccc4)cc3n(CC(N)=O)c2=O)cc1	-3%
CC(C)(C)NC(=O)C(c1ccc(F)cc1)N(C(=O)CCC(=O)Nc1ccccn1)C1CCCC1 (stereo unspecified)	-3%
COc1ccc2[nH]cc(CCN=C(NC(=O)c3cccc(Cl)c3)Nc3nc(C)cc(C)n3)c2c1	6%
O=C(CSc1nc(=O)[nH]c2c1CCCC2)NCc1ccc(F)cc1	-8%
Cc1noc(/C=C/c2ccco2)c1S(=O)(=O)N1CCC(C(=O)NC(C)c2ccccc2)CC1 (stereo unspecified)	4%
COc1ccc(C)cc1NC(=O)c1ccc2c(SCC(=O)O)c3c(nc2c1)CCCC3	-6%&0%
O=C(CNC1CCCCC1)Nc1cccc([N+](=O)[O-])c1	1%
CCOC(=O)c1c(C)[nH]c(C(=O)N/N=C/c2cc([N+](=O)[O-])ccc2O)c1C	16%
COc1ccc(CNC(=O)CN2N=C(c3ccc(Cl)cc3)CCC2=O)cc1	-3%
CCOc1ccc(NC(=O)c2ccc3c(c2)CCN3S(C)(=O)=O)cc1	-7%
O=C(CCc1ccccc1)Nc1nc2c(F)cc(F)cc2s1	-1%
COc1cccc(/C=C/C(=O)OCC(=O)NCc2ccc(Cl)cc2)c1	-5%
O=C(O)CC(NC(=O)C12CC3CC(CC(C3)C1)C2)c1ccc(OC2CCCC2)cc1 (stereo unspecified)	-6%
O=C(NCCSc1c[nH]c2ccccc12)c1ccc(Cl)cc1	-11%
COc1ccc(OC)c(S(=O)(=O)N2CCC(C(=O)NC3CCCCC3)CC2)c1	9%
O=C(C1CCN(S(=O)(=O)c2ccc(Br)s2)CC1)N1CCCCC1	-14%
O=C(NCCCN1CCCCCC1)c1cc2c(=O)oc3ccccc3c2s1	12%
CN(C)S(=O)(=O)c1cccc(C(=O)Nc2ccc(N3CCOCC3)cc2)c1	-1%
COc1cccc(NC(=O)C2CCN(c3cnccn3)CC2)c1	-10%
CCC(CC)C(=O)Nc1nnc(S(=O)(=O)N2c3ccccc3CC2C)s1 (stereo unspecified)	-6%
O=c1n(Cc2ccccc2Cl)c2ccccc2c2nc(-c3ccccc3)nn12	-4%
Cc1cccc(C(=O)OCC(=O)NCc2cccs2)c1	-9%
COc1ccccc1C(=O)NC(=O)Nc1ccc(-n2nc(C(F)(F)F)cc2C(F)(F)F)cc1	1%
COc1ccc(C(=O)NC(=S)N2CCNC(=O)C2)cc1Br	2%
COC(=O)c1ccc(-n2cncn2)c([N+](=O)[O-])c1	-9%
COc1ccc(-n2nc(C(=O)Nc3ccc(Br)cc3C)c3c4ccccc4n(C)c3c2=O)cc1	7%
CC1CCCCC1NC(=O)c1ccc(NS(=O)(=O)c2ccc3[nH]c(=O)[nH]c3c2)cc1 (stereo unspecified)	-1%
COc1ccc2c(c1)CC(NC(=O)Nc1cc(Cl)ccc1OC)CO2 (stereo unspecified)	-13%
COC(CNC(=O)C(=O)NCC1OCCN1C(=O)c1ccc(Cl)cc1)OC (stereo unspecified)	3%
COC(=O)N(C)C[C@H]1OCc2cnnn2CCCC(=O)N([C@@H](C)CO)C[C@@H]1C	-8%
Cn1c(=O)c2c(-c3ccccc3)n3c(c2n(C)c1=O)C(c1ccc([N+](=O)[O-])cc1)Nc1ccccc1-3 (stereo unspecified)	2%

Compounds shown so far that have two or more sulfur atoms:
SMILES	aSyn tox rescue
COc1cccc(C(=O)Nc2nnc(SCC(=O)NC3CC3)s2)c1	-6%
CCn1c(=O)c2c3c(sc2n2c(SCc4ccc(F)cc4)nnc12)CCCC3	2%
O=C(NCCc1ccccc1)C(=O)NCC1CCCN1S(=O)(=O)c1cccs1 (stereo unspecified)	9%
COc1cccc(N2CC(NS(=O)(=O)c3cccs3)CC2=O)c1 (stereo unspecified)	2%
Cn1c(-c2sccc2OCc2cccc(C(F)(F)F)c2)n[nH]c1=S	-28%
CCCCS(=O)(=O)c1oc(-c2cccs2)nc1S(=O)(=O)c1ccc(F)cc1	-2%
Cc1cccc(C(=O)Nc2ccc(S(=O)(=O)N3CCC(c4nc5ccccc5s4)CC3)cc2)c1	5%
O=C(c1cccs1)N1CCCc2cc(NS(=O)(=O)c3ccc(F)cc3F)ccc21	12%
COc1ccc(S(=O)(=O)N2CCC(c3nc4ccccc4s3)CC2)cc1OC	-5%
CCOC(=O)c1c(NC(=O)CSc2nnc(C)c(=O)[nH]2)sc(C)c1-c1ccc(C)cc1	-8%
CCOC(=O)CSc1ccc(S(=O)(=O)N2CCCCC2)cc1[N+](=O)[O-]	-7%
O=C(C1CCN(S(=O)(=O)c2ccc(Br)s2)CC1)N1CCCCC1	-14%
CCC(CC)C(=O)Nc1nnc(S(=O)(=O)N2c3ccccc3CC2C)s1 (stereo unspecified)	-6%

These rows are one share of the data (hit frequency here may not be typical).
